SNCA expr inh = SNCA gene expression inhibition; Potency, µM (titrated, usually from 57.2 µM), without a hit: top-dose activity change, negative = inhibition, usual class: inhibitors; AID 1671194; actives 0.17% (n = 140,000); HEK-293 SNCA-luciferase knock-in, luminescence, 24 h;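 note: potency is the fitted concentration of half-maximal effect; plate controls were DMSO cells for no effect and cell-free wells for full effect; nearly all actives have a fitted effect of over 45% in size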
NIH3T3 tox = cytotoxic compounds in NIH 3T3 cells. AID 1345082. NIH 3T3 viability, CellTiter-Glo ATP luminescence, 48-72 h. actives 4.3% (n = 94,000). Potency, µM (series often up to 96.7 µM), for inactives: at the top dose activity change, negative = cytotoxicity, most hits filed as inhibitors; note: potency is the fitted concentration of half-maximal effect; nearly all actives have a fitted effect of over 55% in size
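Cytotoxicity was measured by CellTiter-Glo ATP luminescence after 48 or 72 h compound exposure at 37 °C. Mouse NIH 3T3 fibroblasts were seeded at 400 cells/well and dosed by 23 nL pin transfer.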
HEK293 tox = cytotoxic compounds in HEK 293 cells | HEK 293 viability, ATP luminescence (CellTiter-Glo), 48-72 h | AID 1345083 | Potency, µM (highest dose often 115 µM), inactives show top-dose activity change, negative = cytotoxicity, most hits filed as inhibitors | actives 6.6% (n = 94,000); note: potency is the fitted concentration of half-maximal effect; nearly all actives have a fitted effect of over 60% in size
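Pintool-delivered compounds were incubated with HEK 293 cells (250 cells/well) at 37 degree Celsius for 48 or 72 hr. ATP-dependent luminescence (CellTiter-Glo) then reported remaining viable cells.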
HEK293 viab = reduces viability of HEK-293 SNCA reporter cells; Potency, µM (highest dose often 57.1 µM), without a hit: at the highest dose activity change, negative = cytotoxicity, hits mostly cytotoxic; HEK-293-SNCA-luc viability, GF-AFC fluorescence, 24 h; AID 1671193; actives 0.12% (n = 150,000);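 note: potency is the fitted concentration of half-maximal effect; 0% = DMSO-treated cells and -100% = medium-only wells without cells; nearly all actives have a fitted effect of over 30% in size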
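Cytotoxicity counterscreen: after 24 h compound treatment of genome-edited SNCA-luciferase HEK-293 cells, live-cell protease substrate GF-AFC read by fluorescence after 30 min; activity scaled between DMSO (0%) and medium-only (-100%), curves Hill-fitted.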
GPT2 inhibitor = GPT2 alanine aminotransferase inhibition; Q8TD30; Recombinant GPT2, coupled pyruvate oxidase/HRP Amplex Red fluorescence; Potency, µM (titrated, usually from 57.7 µM), without a hit: top-dose activity change, negative = inhibition, actives largely listed as inhibitors; actives 0.25% (n = 100,000); AID 1671188; note: potency is the fitted concentration of half-maximal effect; nearly all actives have a fitted effect of over 60% in size; many of its hits are not listed in these tables
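Fluorescence read-out: pyruvate from GPT2 turnover coupled to pyruvate oxidase, HRP and Amplex Red (0.2mM ThPP, 0.2U/mL PO and HRP, 50uM Amplex final). Substrates 250uM a-KG, 2mM L-alanine; enzyme 10ng/uL; 30 min RT.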
IP6K1 inhibitor = IP6K1 kinase inhibition | IP6K1 kinase, ADP-Glo luminescence, 2 h; hits give low values | AID 1645851 | activity change, % (series mostly up to about 58 µM) | actives 0.81% (n = 140,000) | Q92551; in the data active = activity change below about -25%
Target sequence (Q92551 whole entry, looked up): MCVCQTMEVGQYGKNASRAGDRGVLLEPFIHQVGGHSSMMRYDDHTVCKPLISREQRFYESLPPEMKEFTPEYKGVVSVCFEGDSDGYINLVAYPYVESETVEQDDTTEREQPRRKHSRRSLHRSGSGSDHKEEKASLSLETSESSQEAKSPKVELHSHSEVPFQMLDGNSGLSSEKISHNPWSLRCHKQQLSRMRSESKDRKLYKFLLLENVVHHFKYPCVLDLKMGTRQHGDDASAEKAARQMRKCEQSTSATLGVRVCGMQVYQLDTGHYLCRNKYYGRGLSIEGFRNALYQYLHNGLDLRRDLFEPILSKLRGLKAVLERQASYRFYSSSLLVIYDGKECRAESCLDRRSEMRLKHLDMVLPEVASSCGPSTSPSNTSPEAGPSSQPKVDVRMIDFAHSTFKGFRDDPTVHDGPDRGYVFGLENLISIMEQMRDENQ
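ADP-Glo luminescence measures ADP made by human IP6K1 during a 2 h RT reaction with ATP/IP6 (mix at 1.3 mM/130 uM); top library doses 57.5 and 19.1 uM final.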
FLuc inh = inhibitors of firefly (Photinus pyralis) luciferase; P08659; purified P. pyralis luciferase, luminescence, biochemical; Potency, µM (titrated, usually from 115 µM), for the others: at the top dose activity change, negative = inhibition, most hits filed as inhibitors; actives 2.5% (n = 76,000); note: potency is the fitted concentration of half-maximal effect; nearly all actives have a fitted effect of over 65% in size
Target sequence (P08659 whole entry, looked up): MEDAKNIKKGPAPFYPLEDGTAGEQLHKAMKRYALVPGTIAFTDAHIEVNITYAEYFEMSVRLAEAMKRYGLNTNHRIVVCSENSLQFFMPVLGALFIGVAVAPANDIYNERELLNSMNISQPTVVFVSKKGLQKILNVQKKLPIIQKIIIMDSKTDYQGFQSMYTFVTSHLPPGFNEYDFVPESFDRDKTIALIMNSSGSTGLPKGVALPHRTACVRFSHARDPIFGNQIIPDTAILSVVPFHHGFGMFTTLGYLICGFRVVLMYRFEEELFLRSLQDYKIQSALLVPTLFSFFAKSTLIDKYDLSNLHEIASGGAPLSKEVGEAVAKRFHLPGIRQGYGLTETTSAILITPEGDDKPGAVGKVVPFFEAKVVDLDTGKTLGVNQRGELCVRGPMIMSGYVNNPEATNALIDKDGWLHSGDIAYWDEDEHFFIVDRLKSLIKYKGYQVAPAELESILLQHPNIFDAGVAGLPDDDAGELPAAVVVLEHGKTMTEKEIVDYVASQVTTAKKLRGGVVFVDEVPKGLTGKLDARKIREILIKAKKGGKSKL
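Luminescence read by CCD imager after adding enzyme (10nM final) to wells holding compound, titrated in qHTS. Substrates 10uM each D-luciferin and ATP; buffer 50mM Tris acetate pH 7.5, 10mM Mg acetate, Tween-20, BSA.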
Numbers without * were called inactive; i = inactive; ? = inconclusive; · = no result given; [ ] = another dose, or the depositor's remark. Unless noted, calls come from the whole dose curve; as a rule, active = well fitted curve in the direction sought with a large enough effect; inconclusive = small, poorly fitted or top-dose-only effect, or another doubt; inactive = no such curve, though single readings can be large; an effect the other way counts as inactive or inconclusive. Unless noted, % is set by controls: 0 for no effect and ±100 for the full control effect. A portion of the library; count on the stated rates, not on these rows.

SMILES | SNCA expr inh | NIH3T3 tox | HEK293 tox | HEK293 viab | GPT2 inhibitor | IP6K1 inhibitor | FLuc inh
COc1cc(-c2cc(-c3cccc(O)c3)cnc2N)cc(OC)c1OC | · | · | · | 3.9% | i | -6.4 | ·
O=C(c1ccc2nnc(-c3ccc(C(F)(F)F)cc3)n2c1)N1CCCC1 | 17.3% | -16.9% | -22.3% | 1.3% | i | 2.7 | ·
NC(=O)C1CCN([C@H]2[C@@H]3OC[C@@H](O3)[C@@H](NCc3ccc(OC(F)(F)F)cc3)[C@@H]2O)CC1 | -13.3% | i | 0.1% | -0.7% | -6.1% | -8.1 | -2.9%
O=C1NCc2ccccc2CC12CCN(Cc1c(F)cccc1Cl)CC2 | 9.8% | -7.6% | -14.3% | 9.7% | i | 2.9 | ·
Cc1ccc(-n2c(=O)c3c(c4cc(C)ccc4n3C)n(Cc3ccc(F)cc3)c2=O)cc1 | -5.4% | · | · | 11.5% | · | 26.6 | ·
COc1ccc(OC)c(NS(=O)(=O)c2ccc3[nH]c4c(c3c2)CCCCC4)c1 | ? | · | · | -18.5% | · | -6.0 | ·
COC(=O)c1ccc(Oc2nc3c(c(=O)n(C)c(=O)n3C)n2Cc2ccc(Cl)c(Cl)c2)cc1 | 24.3% | · | · | -5.2% | · | 16.6 | ·
CCn1cc(-c2ccc(OC)cc2)cc1C(=O)NCC(=O)OC | 83.1%[activator] | -12.6% | -15.1% | -1.1% | ? | 2.6 | -31.8%
COc1cc(C)c(-c2nc(Cn3cccn3)c(C)o2)cc1C | 72.7%[activator] | -13.0% | ? | -1.2% | ? | 8.7 | -26.4%
O=C(Nc1nccs1)c1ccc2c(c1)OCCN(c1cccc(OC(F)(F)F)c1)C2 | 8.7%[87.6 µM] | ? | ? | -22.8%[87.6 µM] | 1.2%[88.5 µM] | -2.9 | -2.1%[172 µM]
CC(C)(C)NC(=O)NCc1nnc2n1C(C(=O)NCc1ccccc1Cl)CC2 (stereo not drawn) | -7.2% | -29.2% | -5.5% | 4.3% | i | 0.3 | ·
COc1nccnc1NC1CCN(C(=O)Cc2ccccc2F)CC1 | -22.0% | -3.0% | -5.6% | -13.1% | -13.8% | -3.2 | 10.0%
Cc1ccc(-c2cc(C(=O)N3CCOCC3)c3cnn(C)c3n2)c(C)c1 | 5.3% | -24.3% | -12.7% | -1.5% | i | -12.2 | ·
Cc1ccc2nc(CN3CCN(S(=O)(=O)c4ccc(C(C)C)cc4)CC3)oc2c1 | 1.9% | · | · | 5.4% | · | 48.7 | ·
COc1ccc(C(=O)Nc2ccc(-c3nc4ncccc4o3)cc2C)cc1Br | 4.2% | · | · | -0.9% | · | -0.1 | ·
O=C(c1cscn1)N1CCc2nn(CC3CC3)c(=O)n2CC1 | -2.1% | 1.9% | 3.3% | -0.6% | i | -11.1 | 2.4%
CS(=O)(=O)N1CCCN(C(=O)c2ccncc2)CCNC(=O)CC1c1ccccc1 (stereo not drawn) | 6.5% | -11.6% | -5.8% | 1.8% | i | -4.9 | -11.2%
O=C(NCCc1ccccc1)c1cc(-c2ccsc2)c2nncn2n1 | 10.4% | ? | 39.8µM* | -12.0% | 2.5% | -10.4 | ·
CC1(C)OC(=O)C=C[C@@]2(C)C1CC(=O)[C@]1(C)C2CC[C@@]2(C)[C@H](c3ccoc3)OC(=O)[C@H]3O[C@]321 (stereo partly drawn) | · | · | · | -6.9%[23.9 µM] | i | 16.5 | ·
C[S+](=O)([O-])c1ccc(-c2ccc3ncn(-c4ccc(F)cc4F)c(=O)c3n2)cc1 | -3.5%[87.6 µM] | ? | -36.7%[172 µM] | ? | -8.9%[88.5 µM] | 14.0 | -20.5%[172 µM]
CCOC(=O)c1cnc2c(ccc3ccccc32)c1Nc1cccc(OC)c1 | 3.6% | · | · | 4.7% | · | 20.9 | ·
COc1cccc(C(=O)Nc2ccc3oc(-c4ccc5ccccc5c4)nc3c2)c1 | 72.6%[activator] | · | · | -3.8% | · | 8.0 | ·
CNC(=O)N1CCO[C@@H](COc2ccccn2)[C@@H]1c1ccccc1 | 6.7% | -5.1% | 4.9% | 6.2% | i | 14.2 | ·
COc1ccccc1-c1cnc(NC(=O)c2cnccn2)c2c1CCO2 | 30.3%[activator][87.6 µM] | ? | -54.0%[172 µM] | -8.5%[87.6 µM] | i | 15.3 | ?

One compound at a time, as listed above.
COc1ccc(C(=O)Nc2ccc(-c3nc4ncccc4o3)cc2C)cc1Br is listed with SNCA expr inh: 4.2%; NIH3T3 tox: ·; HEK293 tox: ·; HEK293 viab: -0.9%; GPT2 inhibitor: ·; IP6K1 inhibitor: -0.1; FLuc inh: ·
COc1cccc(C(=O)Nc2ccc3oc(-c4ccc5ccccc5c4)nc3c2)c1 is listed with SNCA expr inh: 72.6%[activator]; NIH3T3 tox: ·; HEK293 tox: ·; HEK293 viab: -3.8%; GPT2 inhibitor: ·; IP6K1 inhibitor: 8.0; FLuc inh: ·

(list continues)
SMILES | SNCA expr inh | NIH3T3 tox | HEK293 tox | HEK293 viab | GPT2 inhibitor | IP6K1 inhibitor | FLuc inh
Cc1ccc(C(=O)N2CCCC3(C2)NC(=O)N(Cc2ccccc2)C3=O)cc1 (stereo not drawn) | 8.3% | -24.7% | ? | 3.8% | -8.0% | 19.4 | 8.5%
CC(=O)NCc1nnc2n1C(C(=O)NCCc1ccccc1F)CC2 (stereo not drawn) | 14.1% | 4.8% | i | 4.9% | -10.5% | 0.7 | ·
Cc1ccc(-c2noc(-c3ccc(N4CCN(C)CC4)c([N+](=O)[O-])c3)n2)cc1 | 22.7% | · | · | -13.6% | · | 2.6 | ·
CC(C)(C)NC(=O)Cn1nc2n(c1=O)CCN(Cc1cccc(Cl)c1)C2=O | 7.5% | -3.2% | 9.3% | -2.2% | i | 22.4 | 9.4%
O=C(CSc1nc(Nc2ccccc2)c2ccccc2n1)c1ccc(Cl)cc1 | 38.0%[activator] | · | · | -11.7% | · | 15.0 | ·
Cc1nn(-c2ccc(F)cc2)c(Oc2ccccc2F)c1CCC(=O)NCC(C)C | -23.7% | ? | ? | -14.8% | i | -1.5 | 8.3%
CNC(C)c1ccccn1 (stereo not drawn) | 4.9%[87.6 µM] | i | i | 3.7%[87.6 µM] | -19.5%[88.5 µM] | -5.3 | ·
COc1cc(OC)cc(-c2nc3nc(C)c(CCC(=O)Nc4ccc(C)cc4)c(C)n3n2)c1 | 81.4%[activator] | · | · | -5.8% | · | 35.4 | ·
COc1ccc(CNC(=O)Cn2c(-c3ccc(F)cc3)nc(C)c(CCO)c2=O)cc1 | -22.8% | ? | ? | -13.3% | -9.3% | -3.3 | -2.4%
O=C1c2cccc(O)c2C(=O)c2c(O)cccc21 | 10.3%[25.6 µM] | · | · | 8.5%[23.9 µM] | i | -0.2 | ·
CCN1c2cc(C(=O)N3CCN(c4ccc(C)cc4)CC3)ccc2C(=O)N2CCCCC21 (stereo not drawn) | 1.0% | ? | ? | 7.9%[12.5 µM] | i | -13.2 | -5.7%
FC(F)(F)c1cccc(C2=NOC3(CCCN(Cc4ccccc4)C3)C2)c1 (stereo not drawn) | 11.6% | ? | ? | -0.6% | i | 8.0 | 3.5%
CCOc1cc(C(=O)NCc2nc(-c3cccc(C)c3)no2)cc(OCC)c1OCC | -23.1% | · | · | 5.3% | · | -21.5 | ·
COc1ccc(-n2nc3cc(C)c(NC(=O)c4ccc(-c5ccc(Cl)cc5)o4)cc3n2)cc1 | 45.7%[activator] | · | · | -8.3% | · | 16.1 | ·
Cc1cccc(OCC(=O)Nc2ccc3c(c2)nc(CCNC(=O)c2ccco2)n3C)c1 | 48.2%[activator] | · | · | -3.9% | · | 2.8 | ·
COCCn1c(Cn2c(C)cc(=O)n(C)c2=O)nnc1C1CC(N)C1 (stereo not drawn) | 12.3% | 3.4% | i | 2.1% | i | 6.8 | 8.7%
O=C(NC1CCCCC1)N1CCCC(Cn2cnc3cccnc32)C1 (stereo not drawn) | -4.8% | -7.5% | 0.6% | -2.5% | -6.3% | -5.2 | 3.9%
CCCNC(=O)[C@H]1O[C@H]1C(=O)N[C@H](C(=O)N1CCC[C@@H]1C(=O)OC)C(C)CC (stereo partly drawn) | ? | · | · | 21.5µM* | i | · | ·
CC(C)Cn1c(=O)c(C(=O)NCC(F)(F)F)nc2cccnc21 | 18.4% | -3.1% | 4.7% | 0.9% | -8.4% | 9.2 | ·
COc1ncccc1-c1cnc2[nH]cc(CC(=O)Nc3ccccn3)c2c1 | 66.5%[activator][87.6 µM] | ? | ? | -22.6%[87.6 µM] | i | -15.7 | -8.4%[172 µM]
CC(C)c1nc2c(c(-c3ccc(Cl)cc3)n1)CCN(C(=O)c1ccc(C(F)(F)F)cc1)CC2 | -12.8% | ? | ? | -4.3% | i | 7.1 | ·
C=C(C)Cn1c(SCC(=O)c2ccc(Br)cc2)nc2sc3c(c2c1=O)CCCC3 | -20.3% | · | · | 8.0% | · | -7.2 | ·
Cc1ccc(-c2noc([C@@H]3CCCN3C(=O)c3ccc(C)nc3)n2)cc1 | -0.9% | -24.1% | -12.1% | -13.4% | i | 0.0 | ?
CC(=O)c1cccc(NC(=O)CSc2nc3c(c(=O)[nH]2)CCC3)c1 | 1.4% | · | · | -3.8% | · | -6.9 | ·
Cc1ccccc1-c1[nH]nc2ncc(-c3cccc(O)c3)nc12 | -11.8%[87.6 µM] | ? | ? | -18.4%[87.6 µM] | 0.0%[88.5 µM] | 4.2 | -15.7%[172 µM]
Cc1nnnn1-c1cccc(C(=O)N2CC[C@@](O)(C3CCOCC3)[C@H](C)C2)c1 | 4.5% | 4.8% | i | 1.2% | 4.0% | 9.5 | -1.7%
O=C(C1CCC1)N1CC[C@H]2COC(=O)N2c2ccccc2C1 | -1.5%[87.6 µM] | i | 1.6%[172 µM] | -8.4%[87.6 µM] | -2.4%[88.5 µM] | -7.8 | -1.5%[172 µM]
O=C(NCCS(=O)(=O)N1CCN(c2ccc(F)cc2)CC1)c1ccccc1Br | ? | · | · | -9.8% | · | 12.8 | ·
O=C([C@H]1C[C@H](Oc2ccccc2)CN1S(=O)(=O)Cc1ccccc1F)N1CCOCC1 | -19.3% | ? | -7.2% | -28.1% | ? | 9.6 | 2.2%
COc1cccc(-c2cc(C3CCN(C(=O)Nc4ccc(F)cc4F)CC3)[nH]n2)c1 | 2.7% | ? | ? | 1.3% | -2.3% | -1.2 | -7.0%
CNC(=O)c1cc(C2CC2)nc2c1c(C1CCCN1C(=O)c1ccccc1OC)nn2C (stereo not drawn) | · | -24.8% | -2.3% | · | · | 2.2 | ·
Cc1ncc([N+](=O)[O-])n1CC(O)CN1CCOCC1 (stereo not drawn) | · | · | · | -25.1% | i | 13.7 | ·
CSc1cccc(NC(=O)CC(c2cccs2)N2Cc3ccccc3C2=O)c1 (stereo not drawn) | -19.4% | · | · | -26.4% | · | -9.0 | ·

From PubChem
